Screening data: PubChem, National Center for Advancing Translational Sciences (NCATS)
ALOX15B inhib: 15-hLO-2 (ALOX15B) enzyme inhibition; O15296; purified 15hLO-2, xylenol orange hydroperoxide absorbance; Potency, µM (series often up to 57.1 µM), inactives show at the top dose activity change, negative = inhibition, hits mostly inhibitors; 0.56% of 110,000 active; note: potency is the fitted concentration of half-maximal effect; nearly all actives have a fitted effect of over 60% in size; many of its hits are not listed in these tables
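Purified human 15hLO-2 (50 nM final) preincubated with compounds 15 min at room temperature in 25 mM Hepes pH 7.5, 0.01% Triton X-100, then 45 uM arachidonic acid added for 90 min; hydroperoxide detected via ferrous/xylenol orange, 573/405 nm absorbance ratio.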
12-hLO inh: inhibitors of human 12-lipoxygenase (ALOX12); Potency, µM (doses to about 57.1 µM), inactives show at the highest dose activity change, negative = inhibition, usual class: inhibitors; 0.12% of 150,000 active; P18054; purified 12-hLO, xylenol orange hydroperoxide absorbance; AID 1452; note: potency is the fitted concentration of half-maximal effect; nearly all actives have a fitted effect of over 55% in size; many of its hits are not listed in these tables
Target sequence (P18054 whole entry, looked up): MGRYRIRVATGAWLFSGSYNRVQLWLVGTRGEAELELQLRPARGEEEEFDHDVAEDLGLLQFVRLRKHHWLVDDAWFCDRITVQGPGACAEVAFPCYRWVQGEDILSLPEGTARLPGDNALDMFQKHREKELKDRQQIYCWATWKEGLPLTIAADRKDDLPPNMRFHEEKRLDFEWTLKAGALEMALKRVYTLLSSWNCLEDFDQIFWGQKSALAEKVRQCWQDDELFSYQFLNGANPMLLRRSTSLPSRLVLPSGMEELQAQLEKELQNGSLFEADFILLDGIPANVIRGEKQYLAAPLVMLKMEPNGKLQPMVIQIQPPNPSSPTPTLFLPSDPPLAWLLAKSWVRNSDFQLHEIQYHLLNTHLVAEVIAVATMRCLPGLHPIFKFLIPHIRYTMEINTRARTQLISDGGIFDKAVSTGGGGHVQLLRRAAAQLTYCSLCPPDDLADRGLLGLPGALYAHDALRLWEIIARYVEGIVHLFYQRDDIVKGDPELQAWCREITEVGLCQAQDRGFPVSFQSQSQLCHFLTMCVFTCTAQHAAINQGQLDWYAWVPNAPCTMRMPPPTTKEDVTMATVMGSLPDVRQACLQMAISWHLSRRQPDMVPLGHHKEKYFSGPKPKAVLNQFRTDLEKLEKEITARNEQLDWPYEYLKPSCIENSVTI
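Xylenol orange chromogenic assay: hydroperoxide from 12hLO oxidises Fe(II), giving red-shifted Fe(III)-XO absorbance. Conditions: 150 nM enzyme, 40 uM arachidonic acid, 25 mM Hepes pH 7.0, 0.01% Triton X-100, 30 min, room temperature.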
IMPase inh: membrane-permeable compound that blocks inositol monophosphatase; P97697; 120,000 tested, under 10 active; inhibition (IP1 accumulation), % at 46.1 µM; AID 901; CHO-M1 cells, IP1 accumulation, HTRF TR-FRET ratio; active = well fitted curve in the direction sought with a large enough effect in the signal ratio, not every such curve was filed as active; inconclusive = small, poorly fitted or top-dose-only effect, or a change in a side signal; inactive = no such curve, though single readings can be large or run the other way; the % refers to the signal ratio;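 note: cells stimulated with carbachol in lithium chloride buffer; plate controls were DMSO basal wells for no effect and reference inhibitor wells for full effect; higher means more IMPase inhibition seen as more IP1 and lower FRET ratio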
Target sequence (P97697 whole entry, looked up): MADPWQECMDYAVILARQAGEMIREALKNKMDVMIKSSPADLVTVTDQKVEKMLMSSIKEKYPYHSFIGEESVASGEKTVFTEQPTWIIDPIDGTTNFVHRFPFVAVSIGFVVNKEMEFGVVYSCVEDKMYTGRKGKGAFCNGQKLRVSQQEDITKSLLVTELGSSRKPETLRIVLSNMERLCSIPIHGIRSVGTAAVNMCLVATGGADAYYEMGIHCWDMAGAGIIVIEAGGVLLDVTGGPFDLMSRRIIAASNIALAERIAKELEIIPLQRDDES
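Measured: the HTRF emission ratio (665/620 nm) plus the 620 nm donor channel, each fitted to the Hill equation to give AC50. Cells were CHO-M1 given compounds up to 46 uM and a 30 min carbachol stimulation at 37C.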
PNC assembly inh: blocks assembly of the perinucleolar compartment. activity change (PNC), negative = inhibition, % at 10 µM. PC3M PTB-GFP, PNC prevalence imaging, 16 h; active compounds read low. 3.1% of 140,000 active;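 active = readout at or below -70, meaning at least 70% loss of cells showing the perinucleolar compartment, a nuclear body marking cancer cells; inconclusive = readout between -30 and a set limit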;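 note: plate controls were DMSO wells for no effect and camptothecin positive control wells for full effect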
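PC3M cells stably expressing PTB-GFP, 750–1000 cells/well, treated 16 h at 37 °C with compound (23 nl of library stock), in duplicate. After paraformaldehyde fixation and Hoechst stain, imaged at 20x; PNC prevalence scored by image analysis.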
* = called active by the depositor; ? = inconclusive; · = no result given; & = joins results of further samples; [ ] = dose if it differs, or a comment. Unless noted, calls come from the whole dose curve; as a rule, active = well fitted curve in the direction sought with a large enough effect; inconclusive = small, poorly fitted or top-dose-only effect, or another doubt; inactive = no such curve, though single readings can be large; an effect the other way counts as inactive or inconclusive. Unless noted, % is set by controls: 0 for no effect and ±100 for the full control effect.

SMILES | ALOX15B inhib | 12-hLO inh | IMPase inh | PNC assembly inh
CCN(CC)C(=O)CSc1nc(-c2ccc(C)cc2)nc2c1COC(C)(C)C2 | -3.9% | -1.9% | -0.9 | 26.8
CC1=NN(C(C)C)C(=O)C1 | 11.7% | -3.6% | 2.5 | 38.5
CCN(CC)C(=O)CCNS(=O)(=O)c1ccc(C)cc1 | 6.7% | 3.1% | ? | 67.1
O=C(Nc1ccccc1)Nc1cccc2cccnc12 | 16.1% | -0.2% | 11.5 | ?
COc1ccccc1-c1coc2cc(OCC(=O)OCc3ccccc3)ccc2c1=O | · | 0.5% | 6.2 | 53.1
COc1ccc(C(=O)CSc2ccc(-c3ccccc3)nn2)cc1 | · | 11.9% | 6.6 | ?
CC1CCCCN1CC(=O)Nc1ccccc1Sc1ccccc1 (stereo not drawn) | · | -0.1% | 12.5 | 2.2
Cc1nonc1OCCNC(=O)C12CC3CC(CC(C3)C1)C2 | 2.0% | -0.9% | 1.0 | ?
O=C1C2CCCCC2C(=O)N1c1ccc(NC2CCCCC2)c([N+](=O)[O-])c1 (stereo not drawn) | · | -1.3% | · | -21.2
COc1cccc(NC(=O)COC(=O)c2ccccc2F)c1 | · | -3.7% | 6.9 | -9.0

Single records, as listed above:
Results for O=C1C2CCCCC2C(=O)N1c1ccc(NC2CCCCC2)c([N+](=O)[O-])c1 (stereo not drawn) = ALOX15B inhib = ·; 12-hLO inh = -1.3%; IMPase inh = ·; PNC assembly inh = -21.2
Results for COc1ccccc1-c1coc2cc(OCC(=O)OCc3ccccc3)ccc2c1=O = ALOX15B inhib = ·; 12-hLO inh = 0.5%; IMPase inh = 6.2; PNC assembly inh = 53.1

(further entries)
SMILES | ALOX15B inhib | 12-hLO inh | IMPase inh | PNC assembly inh
CC(C)Cc1nc(N2CCN(C(=O)Cc3ccccc3)CC2)c(C#N)c2c1COC(C)(C)C2 | -0.2% | 2.3% | 17.3 | -0.9
O=C(COC(=O)/C=C/c1ccco1)Nc1ncc(C(F)(F)F)cc1Cl | · | -3.3% | 6.0 | ?
O=C(NNc1nc(-c2ccccc2)c2cc(Br)ccc2n1)c1ccc(S(=O)(=O)N2CCCCC2)cc1 | · | 0.0% | · | 33.7
CC(=O)N1CCN(c2ccc(NC(=O)c3ccccc3Br)cc2Cl)CC1 | · | 0.5% | -11.6 | ?
CC(CN1CCCCC1)OC(=O)c1cc2ccccc2o1 (stereo not drawn) | 11.0% | -3.9% | 4.9 | -18.3
CC1(c2ccccc2)NC(=O)N(CC(=O)Nc2ccc3c(c2)OCO3)C1=O (stereo not drawn) | -0.5% | -7.1% | -9.0 | 2.0
CC(C)(C)NC(=O)Cc1ccc(S(=O)(=O)N2CCCC2)s1 | -22.8% | -5.3% | -6.3 | -8.3
COc1cc(C(C)=O)ccc1Oc1ncnc2c1cnn2-c1ccc(F)cc1 | · | 2.5% | 6.2 | ?
CCc1ccccc1N(CC(=O)N/N=C/c1ccc(OC(=O)OC)c(OC)c1)S(C)(=O)=O | 2.8% | -1.5% | -0.5 | 11.0
CC(C)(C)C(=O)Nc1ccccc1C(=O)NCc1ccco1 | -7.7% | -6.4% | -1.3 | -137.9*
O=C(O)C1CCCN1S(=O)(=O)c1ccc(Br)s1 (stereo not drawn) (tested in a mixture with another compound) | 5.4% | -0.8% | 0.1 | 32.6
CC(C)CNC(=O)c1ccccc1NC(=O)c1ccc(CSc2ccccc2)cc1 | · | 0.5% | -1.1 | -17.1
COC(=O)C1=C(NC(C)=O)CCS1 | · | 0.1% | ? | -13.0
CCOC(=O)c1c(C)[nH]c(C(=O)CSc2nnc(-c3ccncc3)n2CC)c1C | -1.6% | -0.3% | -7.5 | ?
COc1cc(NS(=O)(=O)c2ccc(N/C=C\C(=O)c3ccc(OC)c(OC)c3)cc2)nc(OC)n1 | · | -4.2% | · | 26.6
CCCCC[C@H](CC(=O)NO)C(=O)N[C@@H](C(=O)N1CCC[C@H]1CO)C(C)C | -8.9% | -2.9% | 7.6 | ·
Cc1cc(O)c(C=Nc2ccc(Cl)cn2)c(=O)o1 | 6.8% | -16.3% | 0.1 | -13.0
CCOc1ccc(-c2nc(-c3ccc(OC)cc3)no2)cc1OCC | 7.7% | -3.1% | 5.8 | 24.8
CCC(=O)N1c2ccc(S(=O)(=O)CCC(=O)NCc3cccs3)cc2CC1C (stereo not drawn) | -5.0% | 3.2% | 1.0 | ?
CN(C)C(=O)CCc1nc(-c2ccc(C(C)(C)C)cc2)no1 | 5.0% | -1.3% | -1.3 | 16.3
Cc1ccc(C(=O)CN(C(=O)c2ccc(Cl)c(Cl)c2)N2C(=O)C3CCCCC3C2=O)cc1C (stereo not drawn) | -2.1% | -2.5% | 4.3 | -13.5
Cc1nccn1-c1cc(C(C)(C)C)nc2c(-c3ccccc3)cnn12 | · | 0.0% | · | -21.8
Cc1ccc(C(=O)N(CN2CCCC2=O)c2ccc(F)cc2)cc1 | 4.9% | -2.5% | 1.3 | -28.5
COc1ccc(OC)c(NC(=O)C2CCN(c3cc(-c4ccccc4)nc4ncnn34)CC2)c1 | 0.0% | 6.3% | -0.9 | 6.4
CCOC(=O)c1nc2sc3c(c2c(=O)[nH]1)CCCC3 | -1.1% | -2.9% | -3.6 | -86.5*
C=CCOc1ccccc1/C=N/O | -0.4% | -5.2% | 3.3 | 8.7
COc1ccc(C)cc1S(=O)(=O)N(CC(N)=O)Cc1ccccc1 | 1.6% | -2.4% | 4.2 | 25.4
Cc1cc(NC(=O)CCC(=O)NNC(=O)c2ccc(C(C)(C)C)cc2)no1 | · | -1.5% | · | ?
CSc1nnc(CNC(=O)c2ccccc2)n1-c1cccc(C)c1 | · | 1.4% | -11.0 | -26.1
CCC(=O)Oc1ccc2c(C)cc(=O)oc2c1C(=O)c1ccccc1 | · | -0.6% | · | -4.3

Of the compounds above, 3 contain a furan ring, fused or not.
SMILES | ALOX15B inhib | 12-hLO inh | IMPase inh | PNC assembly inh
O=C(COC(=O)/C=C/c1ccco1)Nc1ncc(C(F)(F)F)cc1Cl | · | -3.3% | 6.0 | ?
CC(CN1CCCCC1)OC(=O)c1cc2ccccc2o1 (stereo not drawn) | 11.0% | -3.9% | 4.9 | -18.3
CC(C)(C)C(=O)Nc1ccccc1C(=O)NCc1ccco1 | -7.7% | -6.4% | -1.3 | -137.9*

More results
SMILES | ALOX15B inhib | 12-hLO inh | IMPase inh | PNC assembly inh
COc1ccccc1/C=C/C=N/NC(=O)CCn1nnc2ccccc21 | · | 0.7% | -1.1 | 9.9
COCCN1CN(S(=O)(=O)c2ccc(Cl)cc2)c2nc3ccccc3nc21 | -7.7% | -9.4% | -1.6 | ?
O=C(NC(=S)NCc1cccnc1)c1ccccc1[N+](=O)[O-] | · | 1.8% | · | -4.6
CCN(CC)S(=O)(=O)c1ccc(-c2nnc(SCC(=O)N3CCc4ccccc43)o2)cc1 | -6.8% | -1.6% | 10.9 | -16.9
Cc1ccccc1NC(=S)NC(C)CCc1ccccc1 (stereo not drawn) | · | -8.3% | ? | 6.2
CC(C)C1=CC2=CCC3[C@@](C)(CCC[C@@]3(C)C(=O)O)C2CC1 (stereo partly drawn) | -0.9% | -0.7% | · | ·
COC(=O)c1ccc(CNC(=O)CSc2nnc(COc3ccccc3)n2C)o1 | -5.6% | 4.5% | 1.3 | 30.4
O=C(CC1Sc2ccccc2NC1=O)OCc1cc(=O)oc2cc(O)ccc12 (stereo not drawn) | · | -1.8% | · | 15.1
CC(=O)Oc1ccc2ccccc2c1C(NC(=O)Cc1ccccc1)c1ccccc1 (stereo not drawn) | 4.5% | -2.3% | 7.2 | 22.1
Cc1ccc(-n2ncc3c(NCc4ccccn4)ncnc32)c(C)c1 | 7.6% | -2.7% | -10.0 | 38.0
C1=C(CCNc2ncnc3c2[nH]c2ccccc23)CCCC1 | · | -7.8% | 5.1 | ?
CCOc1cc2nc(-c3ccc(OC)c(OC)c3)nc(NCCCN3CCOCC3)c2cc1OC | 24.0% | 8.5% | 10.6 | 7.9
COc1ccccc1/C=C/C=N/NC(=O)c1ccc(=O)n(C)c1 | · | 4.7% | ? | -17.5
Cc1occc1C(=O)N/N=C/c1ccc(Cl)c([N+](=O)[O-])c1 | · | 5.9% | 8.5 | ?
O=C1CC(N(O)c2ccccc2)C(=O)N1c1cc(Cl)cc(Cl)c1 (stereo not drawn) | ? | ? | 3.7 | -3.6
O=C(CN1CCCCC1)Nc1nnc(-c2ccc([N+](=O)[O-])cc2)s1 | -2.6% | -0.8% | 2.8 | 45.8
COc1ccccc1NC(=O)c1cc2n(n1)C(C(F)(F)F)CC(c1ccc3c(c1)OCO3)N2 (stereo not drawn) | -5.5% | -4.1% | -7.8 | ?
CCOC(=O)C1=C(O)/C(=C\c2ccc(OC)c(OC)c2)N=C1C | ? | -2.6% | 16.3 | 8.7
NC[C@@H]1O[C@H](O[C@H]2[C@H](O)[C@@H](O[C@H]3[C@H](O)[C@H](N)C[C@H](N)[C@H]3O[C@@H]3O[C@H](CO)[C@@H](O)[C@H](O)[C@@H]3N)O[C@H]2CO)[C@@H](N)[C@H](O)[C@@H]1O | 0.1%[25.6 µM] | -0.8%[25.6 µM] | -6.4[20.6 µM] | ·
Cc1cc(C(F)(F)F)nn1C(=O)c1cccnc1Cl | 4.0% | 0.6% | -4.0 | 32.9
COC(=O)c1[nH]c2ccc(Br)cc2c1NC(=O)Oc1ccccc1 | ? | ? | 2.7 | 7.1
COc1ccnc(Nc2cccc(C)c2)c1C#N | 1.2% | -1.2% | 6.8 | ?
CN(C)CCN1CCc2ccccc21 | 35.7%[activator] | -1.9% | 15.2 | -15.2
O=CC(=O)c1ccccc1 | -10.5% | 1.8% | · | ·
Cc1cc(C)c2c(n1)nn1c(NCCCn3ccnc3)cc(C)nc21 | 10.3% | -3.4% | 9.4 | ?
C=CCNC(=O)c1ccccc1S(=O)c1ccccc1C#N (stereo not drawn) | -5.7% | -4.5% | -3.0 | -5.7
COc1ccccc1N1CCN(C(=O)CCNS(=O)(=O)c2ccc3c(c2)CCC(=O)N3)CC1 | -1.6% | -1.0% | -1.1 | 40.6
Cc1c(CCO)sc[n+]1CC(=O)OC12CC3CC(CC(C3)C1)C2 | · | 2.8% | · | 10.0
CC(=O)N1CC(=O)N=C1SCC(=O)Nc1nc(-c2ccccc2)c(-c2ccccc2)s1 | · | 0.2% | · | -0.8
COc1ccc(/C=N/Nc2nncc3ccccc23)cc1 | · | -2.0% | -5.5 | ?
CCc1ccc2[nH]cc(C(=O)N3CCCCCC3)c(=O)c2c1 | -9.4% | -4.0% | -4.0 | 3.5
Cc1cccc(CN2CCN(CC(=O)NCCCN3CCCC3=O)C2=O)c1 | -1.8% | -0.9% | 12.0 | -111.0*
CCOC(=O)C(NC(C)=O)(NS(=O)(=O)c1ccccc1)C(F)(F)F (stereo not drawn) | -5.4% | -2.8% | -1.6 | 14.5
C[C@@H](C(=O)O)[C@@H]1C[C@@]1(C)[C@@H](NC(=O)OCc1ccccc1)c1ccccc1 | 2.7% | 9.1%&-2.7% | · | 51.8
O=C(COc1cc(O)c2c(=O)cc(-c3ccccc3)oc2c1)c1ccc(F)cc1 | ? | -19.2% | ? | 17.3
CCN(CC)C(=O)CSc1nnc(CNc2ccc(F)cc2)n1Cc1ccco1 | -9.4% | 0.2% | -7.3 | ?
CC(Cc1ccccc1)C(=O)N[C@@H](CO)Cc1ccccc1 (stereo partly drawn) | 4.5% | -2.4%&-2.3% | · | 41.6
N#Cc1ccccc1CSc1nc(N2CCCCC2)nc(N2CCCCC2)n1 | 16.2% | 7.1% | 3.2 | -24.7
O=C1c2cccc3c(Cl)ccc(c23)C(=O)N1O | -11.2% | ? | -5.0 | 55.4

The list is partial; count on the stated rates, not on these rows.
